p-CIP stab down – p/CIP-EGFP fusion destabilizers, primary screen, fluorescence, F442A cells; 16 h; decrease of EGFP signal, % at 10 µM; 290,000 compounds, 0.01% hits;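 active = EGFP signal decrease of at least 30% at 10 µM or well 3 SD below plate mean, unless failing retest; inactive = the rest, including hits failing retest or dose response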; note: some compounds called inactive have numbers as strong as hits; many of its hits are not listed in these tables
VIM-2 inh – VIM-2 metallo-beta-lactamase inhibitors, primary screen, biochemical, epi-absorbance readout, Pseudomonas aeruginosa enzyme; inhibition, % at 5.6 µM; purified VIM-2, nitrocefin hydrolysis, epi-absorbance fluorescence; AID 1527, 2009; 290,000 compounds, 0.89% hits;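 active = inhibition above the mean of all tested compounds plus 3 SD, cutoff set per screening run, cut at about 7.5% in these data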;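 note: red hydrolysis product quenches plate fluorescence so inhibitors raise well fluorescence; 0% = enzyme with DMSO and 100% = DMSO without enzyme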
IDE act – human IDE activators in live cells, primary screen, fluorescence polarization, HEK cells, FAbeta-B substrate | Insulin-degrading enzyme (Homo sapiens), P14735 | FAbeta-B cleavage; 0% vehicle, 100% cell-free pure enzyme wells | activation, % at 5.96 µM | 340,000 compounds, 0.073% hits | AID 493087, 2011;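 active = activation above the mean of all tested compounds plus 3 SD, set per screening campaign, cut at about 17% in these data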
PfM18AAP inh – PfM18AAP inhibitors, malaria aminopeptidase, primary screen, biochemical, QFRET, recombinant enzyme; M18 aspartyl aminopeptidase (Plasmodium falciparum 3D7); H-Glu-NHMec fluorogenic cleavage; inhibition, % at 7.35 µM; 290,000 compounds, 1.2% hits; AID 1822, 2009;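 active = inhibition above the campaign mean inhibition over all tested compounds plus 3 SD, cut at about 28% in these data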;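 note: 0% = plate median of test compound wells and 100% = 2 mM ZnCl2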
PHOSPHO1 block – PubChem AID 1565; 290,000 compounds, 1.1% hits; Phosphoethanolamine/phosphocholine phosphatase (Homo sapiens), Q8TCT1; recombinant PHOSPHO1, absorbance phosphatase assay; inhibition, % at 13.3 µM; in the data active = inhibition above about 60%
Target sequence (Q8TCT1 whole entry, looked up): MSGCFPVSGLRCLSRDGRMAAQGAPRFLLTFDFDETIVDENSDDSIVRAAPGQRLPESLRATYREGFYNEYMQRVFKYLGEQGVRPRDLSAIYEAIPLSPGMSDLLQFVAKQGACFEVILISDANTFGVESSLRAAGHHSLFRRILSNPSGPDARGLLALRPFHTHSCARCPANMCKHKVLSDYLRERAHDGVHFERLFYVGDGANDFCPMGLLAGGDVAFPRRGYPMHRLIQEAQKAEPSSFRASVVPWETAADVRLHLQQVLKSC
GPR7 antag – GPR7 receptor antagonists, primary screen, cell-based, fluorescence, single concentration. Neuropeptides B/W receptor type 1 (Homo sapiens), P48145. GPR7-expressing cells, fluorescence antagonist assay. inhibition, % at 4.4 µM. 290,000 compounds, 1.1% hits. AID 1861, 2009; in the data active = inhibition above about 16%, passing the limit was not always enough;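 note: cells stimulated with the agonist NPW; 0% = agonist with vehicle and 100% = vehicle without agonist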
Target sequence (P48145 whole entry, looked up): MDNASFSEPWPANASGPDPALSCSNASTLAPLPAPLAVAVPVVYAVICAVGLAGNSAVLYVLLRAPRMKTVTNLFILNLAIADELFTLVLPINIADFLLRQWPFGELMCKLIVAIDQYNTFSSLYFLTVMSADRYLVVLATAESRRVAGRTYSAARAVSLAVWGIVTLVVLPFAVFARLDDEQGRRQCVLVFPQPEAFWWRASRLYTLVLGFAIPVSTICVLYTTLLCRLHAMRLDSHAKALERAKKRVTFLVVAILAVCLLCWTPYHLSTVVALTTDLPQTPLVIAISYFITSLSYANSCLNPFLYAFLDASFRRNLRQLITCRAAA
IMP-1 inh – IMP-1 metallo-beta-lactamase inhibitors, primary screen, biochemical, epi-absorbance readout, Pseudomonas aeruginosa enzyme; inhibition, % at 5.6 µM; 290,000 compounds, 0.45% hits; metallo-beta-lactamase IMP-1 (Pseudomonas aeruginosa); purified IMP-1, nitrocefin hydrolysis, epi-absorbance fluorescence;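 active = inhibition above the mean plus 3 SD of all compounds in the same screening run, cut at about 4.5% in these data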;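 note: 0% = IMP-1 with DMSO and 100% = DMSO wells lacking enzyme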
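System: purified IMP-1 / Input: IMP-1 dispensed at 0.2 nM / Medium: 50 mM HEPES pH 7.1, 50 µM ZnSO4, 0.05% Brij 35 / Timing: 15 min enzyme–compound preincubation, then 25 min nitrocefin reaction, 25 °C / Technique: plate fluorescence quenching by hydrolysis product, ex 480/em 530 nm / Repeats: singlicate testing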
NALP1 yeast inh – NALP1 inflammasome inhibitors in reconstituted yeast, colorimetric, S. cerevisiae, triplicate retest; S. cerevisiae NALP1/ASC/caspase-1 growth, X-gal OD620, 72 h; 280,000 compounds, 0.61% hits; inhibition, % at 10 µM; in the data active = inhibition mostly above about 24%, no sharp cut-off; inactive = mostly below about 32%; note: some compounds called inactive have numbers as strong as hits
IDE cell inh – human IDE inhibitors in live cells, primary screen, fluorescence polarization, HEK cells, FAbetaB substrate; Insulin-degrading enzyme (Homo sapiens), P14735; AID 434962, 2010; 320,000 compounds, 0.41% hits; inhibition, % at 5.59 µM; FAbetaB cleavage;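 active = percent inhibition above the average of all tested compounds plus 3 SD, set per screening campaign, cut at about 16% in these data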;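 note: IDE supplied by intact live HEK cells; FP after avidin binding of uncleaved biotin substrate so inhibition keeps polarization high; 0% = DMSO wells and 100% = 60 µM reference IDE inhibitor Ii1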
Starred values were filed as active, the others as inactive.

COc1cccc(C(C(=O)NC(C)(C)C)N(C(=O)CCC(=O)Nc2cc(C)on2)c2ccc3c(c2)OCCO3)c1OC (configuration not stated) was read as p-CIP stab down -1, VIM-2 inh -4.3, IDE act -4, PfM18AAP inh 0, PHOSPHO1 block -20, GPR7 antag 4, IMP-1 inh -3.1, NALP1 yeast inh -2 and IDE cell inh 1.
`CC(C)c1ccc(NC(=O)CN2CCN(C(=O)C3CCCO3)CC2)cc1` (configuration not stated) gave p-CIP stab down -5, VIM-2 inh -2.0, IDE act 5, PfM18AAP inh -2, PHOSPHO1 block 8, GPR7 antag -17, IMP-1 inh -1.7, NALP1 yeast inh 6 and IDE cell inh -5.
`Nc1cccc(Oc2cnccn2)c1` gave p-CIP stab down 4, VIM-2 inh -1.2, IDE act 5, PfM18AAP inh -1, PHOSPHO1 block 23, GPR7 antag -20, IMP-1 inh -3.6, NALP1 yeast inh 8 and IDE cell inh 2.
`CC(C)(C)NC(=O)NC(=O)CN1CCN(c2ccccc2O)CC1` gave p-CIP stab down 2, VIM-2 inh -2.1, IDE act 4, PfM18AAP inh 10, PHOSPHO1 block -13, GPR7 antag -15, IMP-1 inh -3.6, NALP1 yeast inh -21 and IDE cell inh 3.
O=C(CSc1nc2ccccc2c(=O)n1C1CC1)NCc1ccccc1 was read as p-CIP stab down -2, VIM-2 inh -2.3, IDE act 2, PfM18AAP inh 6, PHOSPHO1 block 30, GPR7 antag -13, IMP-1 inh -0.5, NALP1 yeast inh -1 and IDE cell inh 0.
Screening CCCCN(CC)CCNC(=O)C1CCN(S(=O)(=O)c2cccc3nsnc23)CC1 returned p-CIP stab down -4, VIM-2 inh -0.7, IDE act 6, PfM18AAP inh 5, PHOSPHO1 block 40, GPR7 antag -14, IMP-1 inh -3.0, NALP1 yeast inh -19 and IDE cell inh 4.
Screening Nc1nc(CN2CCc3ccccc3C2)nc(Nc2ccccc2)n1 returned p-CIP stab down 3, VIM-2 inh -2.3, IDE act 7, PfM18AAP inh -3, PHOSPHO1 block 24, GPR7 antag -13, IMP-1 inh -2.8, NALP1 yeast inh 2 and IDE cell inh -1.
Screening COc1ccc2nc(COC(=O)c3ccco3)c(C(C)=O)[n+]([O-])c2c1 returned p-CIP stab down -2, VIM-2 inh -1.8, IDE act 3, PfM18AAP inh 3, PHOSPHO1 block -10, GPR7 antag -2, IMP-1 inh 0.8, NALP1 yeast inh -4 and IDE cell inh -3.
`COc1ccc(-c2c(C(F)(F)F)nn(C)c2NC(=O)c2cccnc2)cc1` gave p-CIP stab down 1, VIM-2 inh -3.5, PfM18AAP inh -1, PHOSPHO1 block 18, GPR7 antag -23, IMP-1 inh -3.8 and IDE cell inh 7.
N/C(=N\C(=S)Nc1ccccc1)c1ccccc1 was read as p-CIP stab down -2, VIM-2 inh -3.3, IDE act -5, PfM18AAP inh 7, PHOSPHO1 block 28, GPR7 antag -6, IMP-1 inh -4.2, NALP1 yeast inh 20 and IDE cell inh 1.
For COc1ccc(C=C(c2ccc(OC)cc2)c2ccc(OC)cc2)cc1 the results were p-CIP stab down 5, VIM-2 inh -1.2, IDE act -1, PfM18AAP inh -4, PHOSPHO1 block 2, GPR7 antag -15, IMP-1 inh -3.4, NALP1 yeast inh 14 and IDE cell inh 0.
`C#CC(CC)(CC)NC(=O)Nc1ccccc1C(=O)OC` gave p-CIP stab down -9, VIM-2 inh -0.7, IDE act 2, PfM18AAP inh -1, PHOSPHO1 block 57, GPR7 antag -17, IMP-1 inh 0.8, NALP1 yeast inh 14 and IDE cell inh 0.
`CC(=O)N1CCc2c(sc(NC(=O)c3cccc(N4C(=O)CCC4=O)c3)c2C(N)=O)C1` gave p-CIP stab down -3, VIM-2 inh -0.1, IDE act 1, PfM18AAP inh 8, PHOSPHO1 block 53, GPR7 antag -12, IMP-1 inh 3.0, NALP1 yeast inh 12 and IDE cell inh 5.
For CCCCCCCC1(C)NC(=O)N(CC(=O)Nc2cc(C)on2)C1=O (configuration not stated) the results were p-CIP stab down 4, VIM-2 inh 0.1, IDE act 4, PfM18AAP inh -15, PHOSPHO1 block -27, GPR7 antag 3, IMP-1 inh -1.0, NALP1 yeast inh -15 and IDE cell inh 3.
O=C1Nc2ccccc2OCc2c1cccc2[N+](=O)[O-] was read as p-CIP stab down -7, VIM-2 inh 1.0, IDE act 3, PfM18AAP inh 3, PHOSPHO1 block 13, GPR7 antag 6, IMP-1 inh -1.2, NALP1 yeast inh -2 and IDE cell inh 1.
Screening CCOc1ccc(C(=O)N2CCN(c3ccccn3)CC2)cc1OCC returned p-CIP stab down 5, VIM-2 inh -0.2, IDE act -1, PfM18AAP inh 3, PHOSPHO1 block 30, GPR7 antag -5, IMP-1 inh 0.1, NALP1 yeast inh 22 and IDE cell inh -1.
For CC1=C(C(=O)N2CCOCC2)C(c2ccc(Br)cc2)NC(=S)N1c1ccccc1 (configuration not stated) the results were p-CIP stab down 11, VIM-2 inh -2.0, IDE act -2, PfM18AAP inh 6, PHOSPHO1 block -10, GPR7 antag 3, IMP-1 inh -0.9, NALP1 yeast inh 0 and IDE cell inh 0.
`O=C(Nc1ccc2c(c1)C(=O)NC2=O)c1ccccc1Cl` gave p-CIP stab down -11, VIM-2 inh 0.1, IDE act 1, PfM18AAP inh 0, PHOSPHO1 block 15, GPR7 antag -11, IMP-1 inh -1.4, NALP1 yeast inh 18 and IDE cell inh -4.
Screening CC(=O)NC(Cc1ccc(O)cc1)C(=O)NN (configuration not stated) returned p-CIP stab down 0, VIM-2 inh -2.2, IDE act 1, PfM18AAP inh -2, PHOSPHO1 block 1, GPR7 antag -6, IMP-1 inh -3.0, NALP1 yeast inh -3 and IDE cell inh 1.
CCOC(=O)c1sc(/N=C/Nc2nc(C)c(C(=O)OCC)s2)nc1C was read as p-CIP stab down -8, VIM-2 inh -1.0, IDE act 1, PfM18AAP inh -5, PHOSPHO1 block -71, GPR7 antag -9, IMP-1 inh -3.5 and NALP1 yeast inh 11.

Continued; the last 2 above are carried over.
Screening CC(=O)NC(Cc1ccc(O)cc1)C(=O)NN (configuration not stated) returned p-CIP stab down 0, VIM-2 inh -2.2, IDE act 1, PfM18AAP inh -2, PHOSPHO1 block 1, GPR7 antag -6, IMP-1 inh -3.0, NALP1 yeast inh -3 and IDE cell inh 1.
CCOC(=O)c1sc(/N=C/Nc2nc(C)c(C(=O)OCC)s2)nc1C was read as p-CIP stab down -8, VIM-2 inh -1.0, IDE act 1, PfM18AAP inh -5, PHOSPHO1 block -71, GPR7 antag -9, IMP-1 inh -3.5 and NALP1 yeast inh 11.
C#CCOCCOCCOCCNc1nc(N2CCN(C(=O)[C@H]([C@@H](C)CC)n3cc([C@@H](N)CO)nn3)CC2)nc(N2CCN(C(=O)[C@H]([C@@H](C)CC)n3cc([C@@H](N)Cc4ccc(O)cc4)nn3)CC2)n1 was read as p-CIP stab down -13, VIM-2 inh -3.1, IDE act 5, PfM18AAP inh 9, PHOSPHO1 block 56, GPR7 antag -10, IMP-1 inh -1.7, NALP1 yeast inh 0 and IDE cell inh -5.
Screening COCCNC(=O)c1oc2ccc3c(c2c1C)C(O)CC(C)(C)O3 (configuration not stated) returned p-CIP stab down 4, VIM-2 inh -3.6, IDE act -4, PfM18AAP inh -4, PHOSPHO1 block 30, GPR7 antag -11, IMP-1 inh -3.9 and NALP1 yeast inh 26.
Screening C=CCn1c(SCC(=O)Nc2ccc(C(=O)O)cc2)nnc1-c1cccnc1 returned p-CIP stab down 7, VIM-2 inh -2.5, IDE act 5, PfM18AAP inh 3, PHOSPHO1 block 24, GPR7 antag 2, IMP-1 inh -3.6 and IDE cell inh 1.
CCN(CC)C(=O)CCc1nc2sc3c(c2c(=O)[nH]1)CCCC3 was read as p-CIP stab down -10, VIM-2 inh -0.2, IDE act 0, PfM18AAP inh 1, PHOSPHO1 block 16, GPR7 antag -2, IMP-1 inh -2.0, NALP1 yeast inh 10 and IDE cell inh 2.
For CNc1oc(-c2ccccc2Cl)nc1P(=O)(c1ccccc1)c1ccccc1 the results were p-CIP stab down 10, VIM-2 inh -2.3, IDE act 5, PfM18AAP inh 1, PHOSPHO1 block -12, GPR7 antag -11, IMP-1 inh -1.3, NALP1 yeast inh 4 and IDE cell inh -4.
Cc1ccc2ccc3ccc(C)nc3c2n1 was read as p-CIP stab down -1, VIM-2 inh 8.6*, IDE act 7, PfM18AAP inh 20, PHOSPHO1 block 5, GPR7 antag 20, IMP-1 inh -0.3, NALP1 yeast inh 19 and IDE cell inh -2.
`O=C(Nc1cccc(Cl)c1)N1CCN(C/C=C/c2ccccc2)CC1` gave p-CIP stab down 4, VIM-2 inh -0.9, IDE act 1, PfM18AAP inh -10, PHOSPHO1 block 11, GPR7 antag 4, IMP-1 inh -3.2, NALP1 yeast inh 15 and IDE cell inh 1.
`O=C1NCCCC1C(=O)N/N=C/c1ccccc1[N+](=O)[O-]` (configuration not stated) gave p-CIP stab down -5, VIM-2 inh -2.7, IDE act 6, PfM18AAP inh 1, PHOSPHO1 block 0, GPR7 antag 7, IMP-1 inh -2.6, NALP1 yeast inh -2 and IDE cell inh 0.
Screening COC(=O)c1cc(S(=O)(=O)NCC2CCN(CCc3cccs3)CC2)c[nH]1 returned p-CIP stab down -4, VIM-2 inh -3.6, IDE act 6, PfM18AAP inh 1, PHOSPHO1 block 15, GPR7 antag -13, IMP-1 inh -1.8, NALP1 yeast inh 6 and IDE cell inh 0.
Oc1ccccc1C=NC1CCCCC1N=Cc1ccccc1O (configuration not stated) was read as p-CIP stab down 1, VIM-2 inh -1.4, IDE act 2, PfM18AAP inh 5, PHOSPHO1 block 34, GPR7 antag -4, IMP-1 inh -2.7, NALP1 yeast inh -8 and IDE cell inh 1.
Cc1ccccc1NC(=O)NCc1ccco1 was read as p-CIP stab down -9, VIM-2 inh -2.0, IDE act 1, PfM18AAP inh 1, PHOSPHO1 block -3, GPR7 antag -11, IMP-1 inh -1.6, NALP1 yeast inh 24 and IDE cell inh -4.
For O=C(CSc1nnc(SCc2ccccc2)s1)N/N=C/c1ccc(Cl)cc1Cl the results were p-CIP stab down 9, VIM-2 inh -0.4, IDE act -1, PfM18AAP inh 2, PHOSPHO1 block -7, GPR7 antag -5, IMP-1 inh -2.7, NALP1 yeast inh 17 and IDE cell inh 1.
CCOC(=O)c1sc(NC(=O)c2ccc(S(=O)(=O)N3CCCCCC3)cc2)nc1-c1ccccc1 was read as p-CIP stab down 3, VIM-2 inh -1.6, IDE act -4, PfM18AAP inh -1, PHOSPHO1 block -5, GPR7 antag 11, IMP-1 inh 1.2, NALP1 yeast inh 40 and IDE cell inh 1.
`COc1ccc(CN2C(=O)CC(Cc3ccc(C)cc3)C2=O)cc1OC` (configuration not stated) gave p-CIP stab down -2, VIM-2 inh -0.4, IDE act 3, PfM18AAP inh 1, PHOSPHO1 block 6, GPR7 antag -7, IMP-1 inh -1.6, NALP1 yeast inh 3 and IDE cell inh -2.

Screening data (PubChem)
